14-3-3g Raf: 14-3-3 gamma protein interaction modulation; P61981; FP, 14-3-3gamma / TMR-pS259-Raf peptide binding; inhibition, % at 40 µM; hit rate 0.19% among 160,000; in the data active = inhibition above about 30%;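 also: 0% = protein plus tracer without compound and 100% = blank with tracer alone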
Target sequence (P61981 whole entry, looked up): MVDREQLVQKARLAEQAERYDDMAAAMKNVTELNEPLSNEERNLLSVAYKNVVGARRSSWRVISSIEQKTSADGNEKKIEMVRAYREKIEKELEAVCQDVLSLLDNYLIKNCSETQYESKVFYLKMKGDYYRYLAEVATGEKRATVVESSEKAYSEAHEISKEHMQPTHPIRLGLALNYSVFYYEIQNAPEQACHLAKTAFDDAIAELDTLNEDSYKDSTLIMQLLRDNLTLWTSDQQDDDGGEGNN
Starred values were filed as active, the others as inactive; & = joins results of further samples. Not all compounds are listed; count on the stated rates, not on these rows.

Results for CC(C)OCCCN1CN(S(=O)(=O)c2ccccc2)c2nc3ccccc3nc21 ?
14-3-3g Raf: -3

What do the screens show for `CCn1c(=N)n(CC(O)COc2ccccc2)c2ccccc21` (stereo not drawn)?
14-3-3g Raf: -6

What do the screens show for `CCc1ccc(NC(=O)COC(=O)C2CC(=O)N(c3ccc(C)cc3)C2)cc1` (stereo not drawn)?
14-3-3g Raf: 7

What do the screens show for `CCOC(=O)C1=NNC2(c3ccc(Cl)cc3)C(=O)N(c3cccc(OC)c3)C(=O)C12` (stereo not drawn)?
14-3-3g Raf: -1

Results for O=C(c1cc2nc(-c3cccs3)cc(C(F)(F)Cl)n2n1)N1CCOCC1 ?
14-3-3g Raf: 5

Results for CC1=CCC(COC(=O)Nc2ccccc2)CC1 (stereo not drawn) ?
14-3-3g Raf: 10

How did CC(Oc1ccc(Cl)cc1)C(=O)Nc1ncccn1 (stereo not drawn) do in these assays?
14-3-3g Raf: -5

How did CC(=O)Nc1ccc(S(=O)(=O)N2CCC(NC(C)=O)(c3cccc(F)c3)CC2)cc1 do in these assays?
14-3-3g Raf: -2

Results for COc1ccc(Br)c(C(=O)Nc2cc(C(=O)Nc3ccc(OC)c(Cl)c3)ccc2N2CC3CC(C2)c2cccc(=O)n2C3)c1 (stereo not drawn) ?
14-3-3g Raf: -14

What do the screens show for `Cc1ccc(F)cc1Nc1ncnc(N)c1[N+](=O)[O-]`?
14-3-3g Raf: -2

Results for Cc1cc(C(=O)CSc2nnc3ccccn23)c(C)n1-c1ccc(Br)cc1 ?
14-3-3g Raf: -20

Results for COc1ccc(NC(=O)c2ccc3c(=O)n(-c4ccc(OC)cc4OC)c(=S)[nH]c3c2)c(OC)c1 ?
14-3-3g Raf: -9

The final 2 compounds of the part before lead into the next.
Results for Cc1cc(C(=O)CSc2nnc3ccccn23)c(C)n1-c1ccc(Br)cc1 ?
14-3-3g Raf: -20

Results for COc1ccc(NC(=O)c2ccc3c(=O)n(-c4ccc(OC)cc4OC)c(=S)[nH]c3c2)c(OC)c1 ?
14-3-3g Raf: -9

Results for Nc1ccc(N2C(=O)c3ccccc3C2=O)cc1 ?
14-3-3g Raf: 1

Results for CC1(C(=O)Nc2ccccc2Cl)CC2c3ccccc3C1c1ccccc12 (stereo not drawn) ?
14-3-3g Raf: -2

Results for FC(F)(F)c1nnc2ccc(N3CCOCC3)nn12 ?
14-3-3g Raf: -6&-3

Results for CC1CCCN(S(=O)(=O)c2ccc(F)cc2)C1 (stereo not drawn) ?
14-3-3g Raf: 9

How did O=C(CSc1nc2sc3c(c2c(=O)[nH]1)CCCC3)NCCCn1ccnc1 do in these assays?
14-3-3g Raf: -3

Results for Cc1cccc(OCC(=O)Nc2ccc(S(=O)(=O)Nc3onc(C)c3C)cc2)c1C ?
14-3-3g Raf: -2

What do the screens show for `CCCOc1ccc(C2C(C(=O)OC(C)C)=C(C)N=C3SC(C)C(=O)N32)cc1` (stereo not drawn)?
14-3-3g Raf: 8

How did Cc1cc(=O)[nH]c(=O)n1Cc1ccccc1 do in these assays?
14-3-3g Raf: 10

Results for COc1cc(NC(=O)CN2CC(c3ccccc3)CC2=O)cc(OC)c1 (stereo not drawn) ?
14-3-3g Raf: 0

Results for Cc1ccc2oc(Nc3nc(C)c(C)c(C)n3)nc2c1 ?
14-3-3g Raf: 2

How did CCn1c(=O)cc(N2CCCCC2)[nH]c1=O do in these assays?
14-3-3g Raf: 1

Results for COc1ccccc1Nc1ncc(C(=O)N2CCN(c3ccccn3)CC2)c2ccccc12 ?
14-3-3g Raf: -5

Results for COc1ccc(-n2c(Cc3cccn3C)nnc2SCC(=O)Nc2ccccc2OC)cc1 ?
14-3-3g Raf: -1

Results for Cc1ccc(C)c2[nH]c(=O)c(C(c3nnnn3CCc3ccccc3)N3CCOCC3)cc12 (stereo not drawn) ?
14-3-3g Raf: 8

How did CCOc1cc(C(NC(=O)CC)c2cc([N+](=O)[O-])c3cccnc3c2O)ccc1O (stereo not drawn) do in these assays?
14-3-3g Raf: -4

What do the screens show for `O=c1c(C=NC2CC2)c(C(F)(F)F)[nH]n1-c1ccc([N+](=O)[O-])cc1`?
14-3-3g Raf: -25

Results for Nc1c(C(=O)NCc2ccccc2)sc(=S)n1Cc1ccccc1 ?
14-3-3g Raf: -11

Results for O=C(O)C1C2C=CC3(CN(Cc4cccs4)C(=O)C13)O2 (stereo not drawn) ?
14-3-3g Raf: 7

Results for Cc1ccc(F)cc1Nc1ccc(C(=O)O)cc1[N+](=O)[O-] ?
14-3-3g Raf: -8

What do the screens show for `CC1CCCCN1C(=O)Cn1c(=O)sc2ccccc21` (stereo not drawn)?
14-3-3g Raf: 2

What do the screens show for `COc1ccc2cc3cc(C(=O)Nc4cccc(SC)c4)oc3nc2c1`?
14-3-3g Raf: 15

What do the screens show for `O=C(c1cnn(-c2ccccc2)c1-n1cccc1)N1CCN(C2CCCCC2)CC1`?
14-3-3g Raf: -2

Results for CN1CCN(c2nc3c(c(=O)n(C)c(=O)n3C)n2CC(=O)C23CC4CC(CC(C4)C2)C3)CC1 ?
14-3-3g Raf: -4

What do the screens show for `Nn1c(COc2ccccc2)nnc1SCc1cc(=O)[nH]c2ccccc12`?
14-3-3g Raf: 6

Results for COc1ccccc1N1CCN(C(=O)c2cc([N+](=O)[O-])ccc2Cl)CC1 ?
14-3-3g Raf: -2

Results for N=c1n(CCN2CCOCC2)c2ccccc2n1CC(=O)c1ccco1 ?
14-3-3g Raf: -93

What do the screens show for `CCCOc1ccc(C(=O)Nc2cccc(C(=O)Nc3nccs3)c2)cc1`?
14-3-3g Raf: -3

How did CCOC(=O)c1csc(NC(=O)CSc2nnnn2CC)n1 do in these assays?
14-3-3g Raf: -10

Results for CC1=[N+]([O-])C(C)(C)C(C)N(O)C1=O (stereo not drawn) ?
14-3-3g Raf: 1

Results for O=C(CSc1nnnn1-c1ccc(F)cc1)Nc1ccc2c(c1)OCO2 ?
14-3-3g Raf: -8

How did CCC1(C(=O)OC)NC(c2ccco2)C2C(=O)N(c3ccccc3)C(=O)C21 (stereo not drawn) do in these assays?
14-3-3g Raf: -11

What do the screens show for `COc1cc(-c2csc(C)n2)ccc1O`?
14-3-3g Raf: -3

Results for COc1ccc(CNC(=O)CCSCc2cccc(F)c2)cc1 ?
14-3-3g Raf: 3

Results for COc1ccc(C)cc1NC(=O)C1CCCN(S(=O)(=O)c2cccc3nonc23)C1 (stereo not drawn) ?
14-3-3g Raf: -22&-42

How did CCCC(c1nnnn1Cc1cccs1)N1CCN(c2nc3ccccc3s2)CC1 (stereo not drawn) do in these assays?
14-3-3g Raf: -4

What do the screens show for `CCc1nnc(NC(=O)CSc2nc3c(cc2C#N)CCC3)s1`?
14-3-3g Raf: -13&-7

Results for O=C1C2C(c3ccccc3)OC3(C(=O)c4ccccc4C3=O)C2C(=O)N1c1ccccc1 (stereo not drawn) ?
14-3-3g Raf: -2

What do the screens show for `O=C(NC1CC1)c1cc(Sc2ccccc2C(F)(F)F)nc2ccccc12`?
14-3-3g Raf: -12

How did CCN(CC)S(=O)(=O)c1cc(C(=O)O)ccc1Cl do in these assays?
14-3-3g Raf: 1

Results for Cc1ccccc1Cc1c(C)nc2c(C(=O)NCCc3ccc(Cl)cc3)cnn2c1C ?
14-3-3g Raf: -8

What do the screens show for `COc1ccc(Cl)cc1NC(=O)CSc1nc(-c2ccco2)nc2c1c(=O)n(C)c(=O)n2C`?
14-3-3g Raf: -23

Results for Cc1cc(O)c(C=Nc2ccc(O)c(-c3nc4ccccc4[nH]3)c2)c(C)c1Cl ?
14-3-3g Raf: -22

Results for O=C(NCCn1ccc2ccccc21)C(c1ccccc1)c1ccccc1 ?
14-3-3g Raf: 12

What do the screens show for `CC(=O)c1c(C)oc2c1c1c(c3ccccc32)OCN(CCCN2CCOCC2)C1`?
14-3-3g Raf: 29

What do the screens show for `Cc1ccc(Cn2nnnc2CN2CCC(O)(c3ccc(F)cc3)CC2)cc1`?
14-3-3g Raf: 6

What do the screens show for `COc1ccc(CN2COc3ccc(OC)cc3C2)cc1`?
14-3-3g Raf: 4

How did CC(C)(C)NC(=O)c1ccc(NC(=O)Cn2c(=O)oc3ccccc32)cc1 do in these assays?
14-3-3g Raf: -9

What do the screens show for `O=C(CCc1cn(Cc2ccccc2)c2ccccc12)NCCN1CCOCC1`?
14-3-3g Raf: -4

Results for COc1ccc([N+](=O)[O-])cc1N=Cc1cccc([N+](=O)[O-])c1 ?
14-3-3g Raf: 7

How did Fc1ccc(CN2C3=NCCCN3c3ccccc32)cc1 do in these assays?
14-3-3g Raf: -3

How did Cc1nn(C(C)(C)C)c(OC(=O)c2c(-c3ccccc3Cl)noc2C)c1S(=O)(=O)c1ccccc1 do in these assays?
14-3-3g Raf: 0

Results for Cc1cc(NC(=O)CSc2nnc(-c3cccnc3)n2C)no1 ?
14-3-3g Raf: -1

Results for Cc1nc2ncccn2c1-c1csc(Nc2ccccc2)n1 ?
14-3-3g Raf: -4

Results for Cc1ccccc1OCC(=O)Nc1ccc(-c2nc3cc(Cl)ccc3o2)cc1 ?
14-3-3g Raf: -364

Results for Cc1cccc(C(=O)Nc2ccc3nc(SCC(=O)Nc4ccccc4[N+](=O)[O-])sc3c2)c1 ?
14-3-3g Raf: -32

Results for O=C(CSc1ncnc2c1oc1ccccc12)NCC1CCCO1 (stereo not drawn) ?
14-3-3g Raf: -13

Results for CCn1c(SCC(=O)NCCc2ccccc2)nc2c1c(=O)n(C)c(=O)n2C ?
14-3-3g Raf: 3

What do the screens show for `CC1CN(c2oc(-c3ccco3)nc2C#N)CC(C)O1` (stereo not drawn)?
14-3-3g Raf: -2

What do the screens show for `COc1cc2ccccc2cc1C(=O)Nc1nc(-c2cccs2)cs1`?
14-3-3g Raf: -20

What do the screens show for `CCOc1ccccc1Nc1nnc(SCc2ccc(C(=O)OC)o2)s1`?
14-3-3g Raf: 5

Results for COc1ccc2c(c1)c(CC(=O)NCc1cccnc1)c(C)n2C(=O)c1ccc(Cl)cc1 ?
14-3-3g Raf: -2

Results for CCOc1ccc2nc(SCC(=O)NCc3ccccc3)[nH]c2c1 ?
14-3-3g Raf: -7

How did CCOC(=O)C1C(=O)CC(C)(O)C(C(=O)OCC)C1c1cccc(OC(F)(F)C(F)F)c1 (stereo not drawn) do in these assays?
14-3-3g Raf: -6

Results for Clc1ccc(C=Nc2ccc3nc(-c4ccccc4)[nH]c3c2)cc1 ?
14-3-3g Raf: -29

Results for Cc1ccc(C(=O)Nc2ccccc2)cc1S(=O)(=O)NC1CCCCC1 ?
14-3-3g Raf: -6

Results for Cc1ccc2cc3cc(C(=O)NC(C)CCc4ccccc4)oc3nc2c1 (stereo not drawn) ?
14-3-3g Raf: 0

Results for CC(C)NC(=O)c1cc2c(-c3ccc(Cl)cc3)nn(C)c2s1 ?
14-3-3g Raf: -3

How did O=C(CSc1nc(N2CCCCC2)nc(N2CCCCC2)n1)NC1CCCCC1 do in these assays?
14-3-3g Raf: 4

What do the screens show for `CCN(CC)S(=O)(=O)c1ccc(C(=O)OCn2nnc3ccccc3c2=O)cc1`?
14-3-3g Raf: 3

Results for CCC(C)N1C(=O)C2C(C(=O)Nc3cccc(SC)c3)C3C=CC2(O3)C1C(=O)NC1CCCC(C)C1C (stereo not drawn) ?
14-3-3g Raf: -8

What do the screens show for `O=C1C2C3c4ccccc4C(C(=O)O)(c4ccccc43)C2C(=O)N1c1cccc([N+](=O)[O-])c1` (stereo not drawn)?
14-3-3g Raf: -12

Results for Cc1cccc(CN2C(=O)c3ccccc3Sc3ccc(C(=O)N4CCCC4)cc32)c1 ?
14-3-3g Raf: -6

Of the compounds above, 6 contain a thiophene ring, fused or not.
Results for O=C(c1cc2nc(-c3cccs3)cc(C(F)(F)Cl)n2n1)N1CCOCC1 ?
14-3-3g Raf: 5

How did O=C(CSc1nc2sc3c(c2c(=O)[nH]1)CCCC3)NCCCn1ccnc1 do in these assays?
14-3-3g Raf: -3

Results for O=C(O)C1C2C=CC3(CN(Cc4cccs4)C(=O)C13)O2 (stereo not drawn) ?
14-3-3g Raf: 7

How did CCCC(c1nnnn1Cc1cccs1)N1CCN(c2nc3ccccc3s2)CC1 (stereo not drawn) do in these assays?
14-3-3g Raf: -4

What do the screens show for `COc1cc2ccccc2cc1C(=O)Nc1nc(-c2cccs2)cs1`?
14-3-3g Raf: -20

Results for CC(C)NC(=O)c1cc2c(-c3ccc(Cl)cc3)nn(C)c2s1 ?
14-3-3g Raf: -3

(more compounds)
How did Cn1nc(C(=O)OCC(=O)N2CCc3ccccc32)c2ccccc2c1=O do in these assays?
14-3-3g Raf: -7

How did Cn1c(SCc2nc(-c3cccs3)no2)nnc1C1CCCCC1 do in these assays?
14-3-3g Raf: 1

What do the screens show for `O=C(NCc1ccco1)c1ccc2c(c1)N(Cc1ccccc1)C(=O)c1ccccc1S2`?
14-3-3g Raf: -25

Results for N#Cc1c(/N=C/c2cccs2)sc2c1CCCCC2 ?
14-3-3g Raf: -9

Results for Cc1nn(-c2ccccc2)c(OC(=O)c2ccccc2[N+](=O)[O-])c1S(=O)(=O)c1ccc([N+](=O)[O-])cc1 ?
14-3-3g Raf: -10

How did COCCCNC(=O)Cn1nc(-c2ccc(Cl)cc2)ccc1=O do in these assays?
14-3-3g Raf: -3

What do the screens show for `COc1ccc(C(CC(=O)c2cccs2)SCc2ccco2)cc1` (stereo not drawn)?
14-3-3g Raf: -6

What do the screens show for `Cc1c(C#N)c(N)c(C(=O)c2ccccc2)n1Cc1ccccc1`?
14-3-3g Raf: -3

How did Cc1ccccc1N(CC(=O)Nc1ccccc1C(=O)O)S(C)(=O)=O do in these assays?
14-3-3g Raf: 1

How did CC1Cc2nc(SCC(=O)Nc3cccc4ccccc34)n(Cc3ccccc3)c(=O)c2S1 (stereo not drawn) do in these assays?
14-3-3g Raf: -5

Results for COc1ccccc1C(=O)Nc1cccc(N(C)S(C)(=O)=O)c1 ?
14-3-3g Raf: -9

What do the screens show for `Cc1occc1C(=O)Nc1cccc(Cn2cccn2)c1`?
14-3-3g Raf: -20

Results for O=C(CSc1nc(O)cc(=O)n1-c1ccccc1)N1CCCCC1 ?
14-3-3g Raf: -16

Results for Cc1cc2c(c(=O)n1C)C(Cc1ccccc1)C(C#N)=C(N)O2 (stereo not drawn) ?
14-3-3g Raf: -2

3 records picked at random from the list so far:
What do the screens show for `COc1ccc(C(CC(=O)c2cccs2)SCc2ccco2)cc1` (stereo not drawn)?
14-3-3g Raf: -6

How did Cc1ccccc1N(CC(=O)Nc1ccccc1C(=O)O)S(C)(=O)=O do in these assays?
14-3-3g Raf: 1

Results for Cc1nn(-c2ccccc2)c(OC(=O)c2ccccc2[N+](=O)[O-])c1S(=O)(=O)c1ccc([N+](=O)[O-])cc1 ?
14-3-3g Raf: -10
